NR2F2 inh: blocks human COUP-TFII nuclear receptor. inhibition, % at 8.6 µM. HEK293T NGFI-A luciferase reporter, luminescence. AID 686940. hit rate 0.7% among 370,000;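 active = inhibition above a per-plate cutoff, mean inhibition of test wells between control levels plus 3 SD, cut at about 38% in these data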;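 also: cells cotransfected with COUP-TFII expression vector driving the NGFI-A reporter; 0% = median of COUP-TF2 test wells and 100% = reporter-only cells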
SRC3 inh: human NCOA3 inhibition. inhibition, % at 3.6 µM. HEK293 GAL4-SRC3 luciferase reporter, luminescence. hit rate 0.17% among 360,000. Q9Y6Q9;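 active = inhibition above a per-campaign cutoff, the mean of all compounds plus 3 SD, cut at about 60% in these data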;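 also: 0% = DMSO-treated cells and 100% = gossypol-treated cells at 36 µM; higher means less SRC3-driven luciferase light from the GAL4 reporter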
SRC2 inh: inhibits human steroid receptor coactivator 2; Q15596; HEK293 GAL4-SRC2 luciferase reporter, luminescence; inhibition, % at 9 µM; hit rate 0.17% among 370,000;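 active = inhibition above the mean inhibition of all tested compounds plus 3 SD, set per campaign, cut at about 52% in these data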;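 also: 0% = DMSO treated cells and 100% = cells given Gossypol at 36 µM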
SRC1 inh: inhibitors of human steroid receptor coactivator 1 (SRC1); HEK293 GAL4-SRC1 luciferase reporter, luminescence; AID 588354; hit rate 0.12% among 360,000; inhibition, % at 3.6 µM;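 active = inhibition above the campaign mean plus 3 SD, with each screening campaign given its own cutoff, cut at about 60% in these data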;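 also: 0% = DMSO treated cells and 100% = gossypol at 36 µM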
Vif imaging: inhibitors of HIV Vif; AID 602346; HEK293T cells, Vif self-association by quenched fluorescence, imaging, 24 h; hit rate 0.35% among 340,000; inhibition, % at 7.49 µM; in the data active = inhibition above about 50%, passing the limit was not always enough; also: some results filed as inactive read as strong as hits
TROY signal inh: TROY signaling inhibition | Q293 LMP1-TROYcd NF-kB luciferase reporter, 4 h | inhibition, % at 10 µM | hit rate 0.98% among 360,000 | AID 1347056;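 active = compounds whose plate-normalised and pattern-corrected inhibition of the luciferase reporter signal at the single screening dose is 50% or more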
C8 TRAIL sens: caspase-8 TRAIL sensitization. NB7+C8 cells + TRAIL, ATPlite viability luminescence. inhibition (viability loss, TRAIL sensitization), % at 10 µM. hit rate 1% among 360,000. AID 624354;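 active = compounds causing at least 50% loss of cell viability in the single-dose screen, relative to plate controls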
LRH-1 inv ag: suppresses constitutive activity of human LRH-1. inhibition, % at 3.6 µM. HEK293T StAR-luciferase reporter, LRH-1 transfected, 24 h. hit rate 0.13% among 360,000. O00482;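 active = inhibition above the mean inhibition of all tested compounds plus 3 SD, cut at about 73% in these data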;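 also: 0% = DMSO wells and 100% = reporter-only cells lacking LRH-1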
EBV LMP1 NFkB: inhibitors of Epstein-Barr LMP1-induced NF-kappaB reporter; LMP1-induced NF-kappaB luciferase reporter cells, luminescence; inhibition, % at 12.5 µM; hit rate 0.69% among 350,000; AID 504558; in the data active = inhibition above about 41%;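 also: 0% = neutral control wells and 100% = reference inhibitor control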
TLR9-MyD88 inh: inhibitors of human TLR9-MyD88 binding | Q9NR96+Q99836 | CHO BLA complementation TLR9-MyD88, CCF4 FRET ratio | inhibition, % at 4.98 µM | hit rate 0.21% among 340,000 | AID 504734;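 active = inhibition above the mean over all tested compounds plus 3 SD, cut at about 21% in these data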;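 also: 0% = DMSO only wells and 100% = clavulanate BLA inhibitor control wells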
NOD2 RIPK2 PPI: NOD2-RIPK2 protein interaction inhibition. AID 624267. O43353. hit rate 0.38% among 360,000. CHO BLA complementation NOD2-RIPK2, CCF4 ratio. inhibition, % at 4.98 µM; in the data active = inhibition above about 21%;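 also: 0% = vehicle only and 100% = reference blocker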
Numbers without * were called inactive; . = not tested or not shown.

SMILES	NR2F2 inh	SRC3 inh	SRC2 inh	SRC1 inh	Vif imaging	TROY signal inh	C8 TRAIL sens	LRH-1 inv ag	EBV LMP1 NFkB	TLR9-MyD88 inh	NOD2 RIPK2 PPI
O=C(O)c1ccc(/C=N/NC(=O)c2ccc(CN3c4cccc5cccc(c45)S3(=O)=O)cc2)cc1	-13	-16	5	-15	-3	3	-14	-5	8	8	1
COc1ccc(N2C(=O)CCC(C(=O)Nc3cccc(C)n3)C2c2ccc(OC)c(OC)c2)cc1 (stereo not drawn)	-14	3	-25	-16	12	-22	-3	2	8	6	4
O=C(Nc1nc2c(s1)CCCC2)C1COc2ccccc2O1 (stereo not drawn)	7	-11	11	-23	-5	71*	34	-30	19	-1	-2
Cc1ccccc1-n1c(-c2ccoc2C)n[nH]c1=S	16	7	-26	10	-2	-11	2	-14	-7	5	-5
O=C1NC(Cc2c[nH]c3ccccc23)C(=O)N1Cc1ccc(CN2C(=O)NC(Cc3c[nH]c4ccccc34)C2=O)cc1 (stereo not drawn)	-7	-1	-4	0	-6	2	6	15	-10	9	-9
CCCCC[C@H]1CN(Cc2ccccc2)C(=O)[C@@H]1CC(=O)NCc1ccc(OC)cc1	3	8	-4	5	-7	10	-7	-32	-4	6	-6
CC(=O)CCn1cnc([N+](=O)[O-])n1	-10	-6	4	4	4	6	2	-5	5	-11	-8
Cc1ccc(NC(=O)c2ccc(CSc3nnc(C)s3)cc2)cc1	-20	-65	-12	-61	-10	-34	34	-93	-15	-10	3
COc1ccc(-c2nc3ccccc3s2)cc1O	2	-41	16	-77	-10	68*	82*	-110	37	8	-12
COc1cc(NC(=O)C/C(C)=N/NC(=O)C2CCCCC2)c(OC)cc1Cl	11	-5	-20	-24	9	14	-25	-4	-4	-10	-9
O=C(O)c1cn(-c2ccccc2)c(=O)c2ccccc12	2	-11	5	-13	.	5	6	-8	3	2	-1
C[N+]1=C(/C=C/Nc2ccccc2Cl)C(C)(C)c2ccccc21	-4	2	19	-12	-11	46	-9	-8	4	0	-9
CCOCC(=O)Nc1cc(-c2cn3cccnc3n2)ccc1C	.	-10	.	-14	-1	-24	3	-8	-7	3	-1
COc1ccc(-c2oc3ccccc3c(=O)c2OC(=O)c2ccc(C)cc2)cc1	-3	16	-31	15	8	-25	13	5	2	-4	-13
COc1ccc(C(=O)NC2CCN(C(=S)Nc3cc(C)cc(C)c3)CC2)cc1	13	10	16	3	8	-2	-8	9	3	4	-4
COC(=O)c1ccccc1NC(=O)n1cc(C)cn1	5	2	-22	-5	-1	7	-1	13	-7	-12	-4
CCC(Oc1ccccc1)C(=O)N1CCN(c2ccccn2)CC1 (stereo not drawn)	3	19	-2	-23	18	13	-13	1	6	-7	-3
COCCNC(=O)c1ccc(-c2csc(C)n2)cc1	-24	-29	-13	-63	1	-27	13	-58	3	-6	-4
CCc1nnc(NS(=O)(=O)c2ccc(NC(=O)/C=C/c3ccccc3Cl)cc2)s1	-3	-3	7	-7	-1	6	-1	-16	2	-4	-3
NC(=O)c1ccc(NC(=O)COC(=O)C2CCN(S(=O)(=O)c3cccs3)CC2)cc1	20	-6	-23	-25	-8	-23	0	-13	-3	-5	-10
COC(=O)[C@H](Cc1ccccc1)[C@@H](C)OS(N)(=O)=O	9	7	1	-5	-4	-1	21	-22	-10	-9	0
O=C(NC(=S)Nc1ccc(-c2ccc(CO)o2)cc1)c1cccs1	.	-10	.	0	6	-9	4	-20	-10	.	-10
COC(=O)c1ccc2nc(C3CCCCC3)c(Cc3ccccc3C(F)(F)F)n2c1	-17	4	-1	-1	3	-11	-15	4	.	.	-15
CN1C(=O)C(C)(C)c2cc(S(=O)(=O)NCC3CCC(C(=O)NC4CCCCC4)CC3)ccc21 (stereo not drawn)	6	4	-32	0	7	1	-13	4	2	-4	-8
Cc1ccc(NC(=O)CNc2cccc(S(=O)(=O)N3CCCC3)c2)cc1F	18	12	-1	-5	-6	3	16	9	4	0	7
Cc1nc2cc(-c3ccccc3)sc2c(=O)n1N	25	1	49	-16	-2	79*	76*	-62	74*	0	-9
CC(=O)c1cccc(NC(=O)NN2CCN(C)CC2)c1	13	4	-25	-54	-1	-16	-6	17	-4	12	-2
CCOc1ccc(OCC)c(NC(=O)C2CCCN2S(=O)(=O)c2cccc3cccnc23)c1 (stereo not drawn)	40*	24	-38	12	-10	10	3	7	22	8	-2
Cc1noc(C(=O)N2CC3(C)CC2CC(C)(C)C3)c1Cl (stereo not drawn)	-33	11	-12	-1	8	6	12	6	-1	2	-2
Nc1c2c(nc3ccccc13)CCC2	6	8	5	1	-32	-7	1	-8	0	-5	3
CC(=O)Nc1ccc(C(=O)NN2C(=O)c3ccccc3C2=O)cc1	6	24	-17	-6	-2	-7	-6	-9	-6	0	6
O=C1NCCCc2c1oc1cc(Br)c(O)c(Br)c21	8	19	28	24	1	35	15	11	6	-2	-8
Cc1c(C)c2ccc(OCC(=O)N3CC[C@@]4(O)CCCC[C@H]4C3)c(C)c2oc1=O	0	16	0	-1	2	6	-7	-23	0	-2	-7
COc1ccc(-c2cc(C(=O)N/N=C/c3cccnc3)c3ccccc3n2)cc1	-28	-7	-16	-25	11	-36	54*	-9	-3	-3	2
CC(=O)C(Cc1ccc(Cl)nc1)(Cc1ccc(Cl)nc1)C(C)=O	1	17	-1	-6	-3	8	1	12	-1	14	4
COc1ccc(/C=C/C(=O)NCC(=O)N/N=C/c2cccs2)cc1	-5	15	-20	-28	-3	10	2	16	5	-2	-15
CC(=O)c1cc(-c2ccc(F)cc2)n(CCC(=O)Nc2cc(C)[nH]n2)c1C	12	9	-4	-25	-1	2	11	-10	-2	1	4
N#CC1=C(N)NC(SCC(=O)Nc2ccccc2)=C(C#N)C12CCCCC2	-7	5	5	-4	3	-13	9	11	-6	1	-12
O=C1NC[C@H](CCCCN2C[C@H](Cc3ccc(O)cc3)N(CCc3ccc(O)cc3)C(=O)C2=O)N(Cc2ccccc2)C1=O	5	.	7	.	.	7	0	-7	.	.	-4
O=C(c1cn(-c2ccccc2)nc1-c1cccnc1)N1CCN(S(=O)(=O)c2ccc(Cl)cc2)CC1	-4	6	-10	-18	16	5	9	7	-2	-1	-4
COc1ccc(C2CC(=O)Oc3cc(O)cc(O)c32)cc1 (stereo not drawn)	0	9	-10	-34	3	-10	6	-1	-3	3	-4
CC(C)(O)[C@@H]1CC(=O)[C@]2(C)[C@H](CC[C@@]3(C)[C@H](c4ccoc4)OC(=O)[C@H]4O[C@]432)[C@@]1(C)/C=C\C(=O)O	-6	-10	5	-7	0	3	-13	-16	1	2	-6
Fc1ccccc1CNCCC(Cc1ccccc1)c1ccc2c(c1)OCO2 (stereo not drawn)	16	11	31	-3	-5	13	23	1	6	1	4
COc1ccccc1OCCCC(=O)Nc1ccc2c(c1)OCCO2	-12	-8	-19	-34	-1	-25	5	-1	-1	2	6
O=C(O)c1ccc(OCCOc2ccccc2)cc1	-14	-6	-11	5	-11	2	-42	7	14	-4	0
CC(CC(=O)Nc1ccc(C(N)=O)cc1)c1ccccc1 (stereo not drawn)	-6	18	-1	-6	15	-1	2	-5	-7	-7	-3
COC(=O)c1cc(CNC(=O)c2ccccc2Cl)ccc1OC	11	8	8	-5	5	-12	-7	-2	-7	5	-6
COc1ccc(NC(=O)C(NC(C)=O)C(=O)NCc2ccccc2Cl)cc1 (stereo not drawn)	12	10	13	5	6	15	-7	-20	-3	-4	-7
O=C1CCCC2=C1C(c1ccccc1)NC(=S)N2 (stereo not drawn)	-4	12	8	-16	8	-22	1	5	-1	10	4
Cc1ccc(N2C(=O)C3CCCN3C2=S)cc1Cl (stereo not drawn)	-27	-12	-10	2	1	-13	2	-18	2	12	-16
CC(=O)C(Sc1nc(N2CCOCC2)nc(N2CCOCC2)n1)C(=O)Nc1ccccc1 (stereo not drawn)	-9	-20	-8	-17	19	-34	-6	-12	0	1	-1
COCc1c(C(=O)OCc2nnc(-c3ccc([N+](=O)[O-])cc3)o2)oc2ccccc12	0	-43	-23	-9	-3	-9	-9	10	-2	4	8
CCOc1ccc(C2CC(c3cccc(OC)c3)n3nc(N)nc3N2)cc1 (stereo not drawn)	6	9	-30	0	-7	-5	-5	28	-10	1	-5
Cc1ccccc1C(=O)N=c1ccn(-c2nc3ccccc3nc2NS(=O)(=O)c2ccccc2)cc1	-3	4	-19	5	-1	-19	-16	5	6	2	6
CC(C)(C)CN1CCC(Oc2cccc(C(=O)N3CCNC(=O)C3(C)C)c2)CC1	-19	4	9	-15	-3	-1	-7	-10	-7	-7	-2
COc1ccccc1CNC(=O)c1ccc(CS(=O)Cc2cccc(Cl)c2)o1 (stereo not drawn)	-1	-1	-12	-13	7	-7	-11	-27	1	-4	3
O=C(CN1CCN(c2ncccn2)CC1)N1CCCc2c1c(=O)oc1ccc(O)cc21	-16	-20	-4	-5	.	5	-5	64	-9	2	8
S=C(Nc1ccc(Br)cc1)N1CCCC1	-26	-2	-34	-21	-3	-28	3	-31	0	-3	-4
CCCc1ccc(C(C)NC(=S)NC2CCCCC2)cc1 (stereo not drawn)	5	8	6	-16	-18	42	-5	10	15	-10	-8
C=CCc1cccc2cc(C(=O)O)c(=O)oc12	1	2	-4	-29	-5	-7	-16	-15	2	-2	7

Whole records as entered above. Screens in order: NR2F2 inh	SRC3 inh	SRC2 inh	SRC1 inh	Vif imaging	TROY signal inh	C8 TRAIL sens	LRH-1 inv ag	EBV LMP1 NFkB	TLR9-MyD88 inh	NOD2 RIPK2 PPI
`CCCc1ccc(C(C)NC(=S)NC2CCCCC2)cc1` (stereo not drawn) is listed as 5	8	6	-16	-18	42	-5	10	15	-10	-8
`CC(C)(C)CN1CCC(Oc2cccc(C(=O)N3CCNC(=O)C3(C)C)c2)CC1` is listed as -19	4	9	-15	-3	-1	-7	-10	-7	-7	-2
`S=C(Nc1ccc(Br)cc1)N1CCCC1` is listed as -26	-2	-34	-21	-3	-28	3	-31	0	-3	-4
`Cc1ccc(N2C(=O)C3CCCN3C2=S)cc1Cl` (stereo not drawn) is listed as -27	-12	-10	2	1	-13	2	-18	2	12	-16

Next entries follow.
SMILES	NR2F2 inh	SRC3 inh	SRC2 inh	SRC1 inh	Vif imaging	TROY signal inh	C8 TRAIL sens	LRH-1 inv ag	EBV LMP1 NFkB	TLR9-MyD88 inh	NOD2 RIPK2 PPI
Cc1cc(C)nc(N2CCCC(C(=O)NNC(=O)c3ccncc3)C2)n1 (stereo not drawn)	7	9	10	-3	-2	16	-18	20	-8	5	-6
Cc1ccc(F)c(Cn2cnc3c(cnn3C(C)(C)C)c2=O)c1Cl	20	-11	14	4	-4	11	15	-6	0	6	-3
COc1ccc(OC)c(/C=C/C(=O)OCC(=O)Nc2cccc(Oc3ccccc3)c2)c1	-4	1	-9	-4	-3	-17	-1	-1	7	5	-6
COc1ccc(/C=C/C(=O)OCC(=O)Nc2ccc3c(c2)OCO3)cc1	13	3	15	4	-1	6	-12	-4	-4	3	0
CCN1C(=O)c2cccc3c(S(=O)(=O)N4CCC(C)CC4)ccc1c23	-90	5	-49	-40	13	-20	-9	39	6	18	23*
C[C@@H]1CN(S(=O)(=O)c2ccc3c(c2)OCCO3)CCN1S(=O)(=O)c1c(F)cccc1F	5	1	-1	-2	2	-1	-3	-17	-6	7	2
Cc1nc2cc(-c3sccc3-n3cccc3)nn2c(C)c1C	-38	-15	-65	-12	0	-61	-5	6	6	-5	0

An excerpt; the hit share may differ from the screen's.
